From PubChem BioAssay
IP6K1 inh: inhibitors of human IP6K1; Q92551; IP6K1 kinase, ADP-Glo luminescence, 2 h; active compounds read low; 140,000 compounds, 0.81% hits; activity change, % (series mostly up to about 58 µM); AID 1645851; in the data active means activity change below about -25%
Target sequence (Q92551 whole entry, looked up): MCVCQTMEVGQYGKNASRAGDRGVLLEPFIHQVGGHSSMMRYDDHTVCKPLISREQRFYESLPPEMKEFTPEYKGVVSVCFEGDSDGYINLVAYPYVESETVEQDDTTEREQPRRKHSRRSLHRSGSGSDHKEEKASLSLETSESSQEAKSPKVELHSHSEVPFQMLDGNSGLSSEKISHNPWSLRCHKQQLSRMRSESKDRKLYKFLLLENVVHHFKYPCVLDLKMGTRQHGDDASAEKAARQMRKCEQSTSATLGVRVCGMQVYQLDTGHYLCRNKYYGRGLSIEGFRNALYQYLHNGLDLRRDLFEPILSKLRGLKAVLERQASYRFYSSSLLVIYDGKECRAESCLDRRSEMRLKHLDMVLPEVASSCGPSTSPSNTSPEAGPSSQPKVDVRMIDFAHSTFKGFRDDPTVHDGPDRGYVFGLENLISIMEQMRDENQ
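ADP-Glo luminescence measures ADP made by human IP6K1 during a 2 h RT reaction with ATP/IP6 (mix at 1.3 mM/130 uM); top library doses 57.5 and 19.1 uM final.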
GPT2 inhibitor: GPT2 alanine aminotransferase inhibition | Q8TD30 | Recombinant GPT2, coupled pyruvate oxidase/HRP Amplex Red fluorescence | Potency, µM (series often up to 57.7 µM), for the others: at the highest dose activity change, negative = inhibition, hits mostly inhibitors | 100,000 compounds, 0.25% hits | AID 1671188; further: potency means the concentration at half of the fitted maximal effect; nearly all actives have a fitted effect of over 60% in size; many of its hits are not listed in these tables
Target sequence (Q8TD30 whole entry, looked up): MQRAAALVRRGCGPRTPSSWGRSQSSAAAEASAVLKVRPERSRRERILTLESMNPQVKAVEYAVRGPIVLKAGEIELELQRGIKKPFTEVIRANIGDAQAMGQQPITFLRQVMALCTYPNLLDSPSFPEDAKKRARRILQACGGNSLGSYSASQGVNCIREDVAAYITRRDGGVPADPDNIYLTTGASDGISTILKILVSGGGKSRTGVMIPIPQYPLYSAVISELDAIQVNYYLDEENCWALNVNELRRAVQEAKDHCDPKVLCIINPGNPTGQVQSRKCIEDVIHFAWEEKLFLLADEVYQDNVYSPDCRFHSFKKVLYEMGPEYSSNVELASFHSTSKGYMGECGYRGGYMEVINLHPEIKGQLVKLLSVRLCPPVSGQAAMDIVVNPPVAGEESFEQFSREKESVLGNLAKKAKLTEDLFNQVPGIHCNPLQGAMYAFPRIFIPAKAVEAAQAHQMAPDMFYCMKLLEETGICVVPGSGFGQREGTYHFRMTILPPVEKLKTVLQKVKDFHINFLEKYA
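Fluorescence read-out: pyruvate from GPT2 turnover coupled to pyruvate oxidase, HRP and Amplex Red (0.2mM ThPP, 0.2U/mL PO and HRP, 50uM Amplex final). Substrates 250uM a-KG, 2mM L-alanine; enzyme 10ng/uL; 30 min RT.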
FLuc inh: inhibitors of firefly (Photinus pyralis) luciferase; P08659; purified P. pyralis luciferase, luminescence, biochemical; Potency, µM (top dose mostly 115 µM), without a hit: at the top dose activity change, negative = inhibition, usual class: inhibitors; 76,000 compounds, 2.5% hits; further: potency means the concentration at half of the fitted maximal effect; nearly all actives have a fitted effect of over 65% in size
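Purified P. pyralis luciferase (10nM final) in 50mM Tris acetate pH 7.5, 10mM Mg acetate, 0.01% Tween-20, 0.05% BSA with 10uM D-luciferin and 10uM ATP. Compounds titrated qHTS. Luminescence imaged on CCD.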
SNCA expr inh: reduces expression of the alpha-synuclein gene | HEK-293 SNCA-luciferase knock-in, luminescence, 24 h | Potency, µM (titrated, usually from 57.2 µM), for inactives: top-dose activity change, negative = inhibition, usual class: inhibitors | 140,000 compounds, 0.17% hits | AID 1671194;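 further: potency means the concentration at half of the fitted maximal effect; plate controls were DMSO cells for no effect and cell-free wells for full effect; nearly all actives have a fitted effect of over 45% in size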
SNCA viab count: counter-screen for SNCA expression inhibitors: cell viability; HEK-293-SNCA-luc viability, GF-AFC fluorescence, 24 h; AID 1671193; Potency, µM (series often up to 57.1 µM), without a hit: at the top dose activity change, negative = cytotoxicity, actives largely listed as cytotoxic; 150,000 compounds, 0.12% hits;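 further: potency means the concentration at half of the fitted maximal effect; 0% = DMSO-treated cells and -100% = medium-only wells without cells; nearly all actives have a fitted effect of over 30% in size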
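HEK-293-SNCA-luc cells (1500/well) plated 24 h, then exposed 24 h to a dilution series; GF-AFC added 30 min at 37C, fluorescence 405/540 nm; normalised to medium-only and DMSO wells, Hill fit.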
HEK cytotox: HEK 293 cell cytotoxicity. HEK 293 viability, ATP luminescence (CellTiter-Glo), 48-72 h. Potency, µM (doses to about 115 µM), without a hit: at the top dose activity change, negative = cytotoxicity, actives largely listed as inhibitors. 94,000 compounds, 6.6% hits; further: potency means the concentration at half of the fitted maximal effect; nearly all actives have a fitted effect of over 60% in size
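250 HEK 293 cells/well; compound by pintool; incubated 48 or 72 hr at 37 degree Celsius; CellTiter-Glo added, 10 min RT, luminescence imaged.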
3T3 cytotox: kills NIH 3T3 cells; 94,000 compounds, 4.3% hits; NIH 3T3 viability, CellTiter-Glo ATP luminescence, 48-72 h; Potency, µM (top dose mostly 96.7 µM), for the others: at the top dose activity change, negative = cytotoxicity, actives largely listed as inhibitors; further: potency means the concentration at half of the fitted maximal effect; nearly all actives have a fitted effect of over 55% in size
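First NIH 3T3 cells are plated at 400 cells/well; next compound is pinned in; then plates incubate 48 or 72 hr at 37 °C; finally CellTiter-Glo is added and luminescence read after 10 min.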
* hit, by the source's call; i = inactive; ? = inconclusive; . = no result given; [ ] = remark or other dose. Unless noted, the call rests on the fitted dose curve; in most records, active means well fitted curve in the direction sought with a large enough effect; inconclusive means small, poorly fitted or top-dose-only effect, or another doubt; inactive means no such curve, though single readings can be large; an effect the other way counts as inactive or inconclusive. Unless noted, on the % scale 0 is the no-effect control and ±100 the full control effect. Not all compounds are listed; count on the stated rates, not on these rows.

Results follow in this order: GPT2 inhibitor, HEK cytotox, SNCA viab count, IP6K1 inh, FLuc inh, SNCA expr inh, 3T3 cytotox
CCOc1ccc(-n2c(-c3ccc(Br)cc3)cc3c2CC(C)(C)CC3=O)cc1
 : ., ., 3%, -4, ., -16%, .
CCCCNC(=O)c1cc(-c2cccnc2)nc2ccc(S(=O)(=O)NCCCC)cc12
 : ., ., -9%, -5, ., -24%, .
CCCS(=O)(=O)c1c(Nc2ccccc2C)sc(C(=O)c2ccccc2)c1N
 : ., ., -27%, 3, ., -28%, .
COc1ccc(CCNc2ncnc3c2cnn3-c2ccc(C)cc2)cc1
 : ., ., -11%, 6, ., 53%[activator], .
CC(C)C(=O)NCCc1noc(C2CC2)n1
 : i, 4%, 10%, 20, 1%, 7%, i
CCOc1ccc(Nc2oc(/C=C/c3ccc(OC)c(OC)c3)nc2C#N)cc1
 : ., ., -2%, -17, ., 0%, .
Cn1c(C(=O)NCc2ccc(F)cc2)cc2c(=O)n(C)c3ccccc3c21
 : ., ., -14%, 30, ., -14%, .
O=C(Cc1cccc(F)c1)N1CC(c2nnc(-c3ccncc3)o2)C2(CCOCC2)C1 (centres undefined)
 : i, -2%, -6%, 25, -1%, -6%, -13%
O=C(Nc1ccsc1)O[C@@H]1CO[C@H]2[C@@H]1OC[C@@H]2Nc1nccc(-c2cccc(F)c2)n1
 : -34%, ?, -5%, -3, 2%, 34%[activator], -20%
Cc1cn2nc(C(=O)Nc3ccc4c(c3)OCO4)cc2c(N(C)Cc2ccccc2)n1
 : i, -24%, -7%, 5, ?, 44%[activator], -28%
COc1cc(CN2CCc3nc(N4CCN(c5ccccn5)CC4)ncc3C2)cc(OC)c1OC
 : ., ., -20%, 0, ., ?, .
C[C@H](O)c1c(-c2ccc(F)cc2)noc1C(=O)N1CCC1
 : i, ?, 1%[87.6 µM], -11, 0%[230 µM], 10%[87.6 µM], -26%[174 µM]
CCOc1ccc(C(=O)N2CCCN(c3cc(-c4ccc(F)cc4)[nH]n3)CC2)cc1
 : ?, 32µM*, -18%, 13, -2%, ?, ?
C=CCn1nc(C(=O)N2CCOCC2)c2c1CCC(NCC1(c3ccccc3)CCCCC1)C2 (centres undefined)
 : i, -19%, 2%, 7, 15%, 6%, i
CCC(=O)N1CCC2(CC1)CC(N1CCN(CC(C)C)CC1)CCO2 (centres undefined)
 : 1%, -2%, 5%, 2, 0%, -22%, -4%
CCc1cccc(NC(=O)CSc2ncc3c(n2)-c2ccccc2N(Cc2ccccc2C)S3(=O)=O)c1
 : ., ., -4%, 53, ., -13%, .
COCCn1ccc2c(C3=CCOCC3)nc(-c3cccc(C(N)=O)c3)cc21
 : ?, ?, ?, 15, 14%[172 µM], 20%[87.6 µM], 25µM*
Cn1ncc2c(C(=O)NCc3ccncc3)cc(-c3ccc(F)cc3)nc21
 : 3%, ?, -10%, -6, ., -14%, ?
Cc1cc(NS(=O)(=O)c2ccc(NC(=O)c3ccccc3C)cc2)nc(C)n1
 : ., ., -1%, 8, ., -3%, .
O=C(NCc1nnc2ccc(-c3ccc(F)cc3)nn12)c1cccc(C(F)(F)F)c1
 : -25%, ?, -14%, 12, -1%, -5%, ?
CSc1ccc(-c2cccc(C(=O)NCCNC(=O)Cc3cccc(Cl)c3)c2)cc1
 : 2%, ?, 7%, 10, ., -1%, -29%
O=C(c1ccncc1)N1CC2CCC(C1)N2Cc1ccc(-c2cccs2)cc1
 : -3%, ?, -18%, -2, ., -14%, ?
O=C(NCc1cccc(C(F)(F)F)c1)c1ccc2nccn2c1
 : 3%[88.5 µM], ?, 9%[87.6 µM], -12, -4%[172 µM], -14%[87.6 µM], ?
CC(C)CNC(=O)CN1CCOc2c(O)cc(-c3cccc(Cl)c3)cc2C1
 : -28%, ?, 3%, 15, 1%, -3%, ?
CCCNC(=O)CC(c1ccccc1OC)c1c[nH]c2c(CC)cccc12 (centres undefined)
 : i, ?, 1%, -9, -12%, -9%, ?
O=C(Cc1cccc(F)c1)N1CCC(Cc2nncn2CC2CC2)C1 (centres undefined)
 : -8%, -1%, 11%, 4, ., -1%, ?
CCn1cc(CN2C[C@@H]3C(=O)N(Cc4ccc5c(c4)OCO5)C(=O)[C@@H]3C2)cn1
 : i, -19%, 10%, 0, 12%, 3%, -19%
CCCCOC(=O)/C(C#N)=C/c1ccc(-c2ccc(Br)cc2)o1
 : ., ., 9%, -31*, ., 39%[activator], .
Cc1ccc(Cn2c(=O)n(CCCCC(=O)NCCc3ccc(Cl)cc3)c(=O)c3ccccc32)cc1
 : ., ., -9%, 0, ., 24%, .
COCC(=O)Nc1ccc([C@H]2OCC(=O)N[C@@H]2CO)cc1
 : 0%[88.5 µM], i, -1%[87.6 µM], 7, 2%[172 µM], 2%[87.6 µM], i
COc1ccc([C@@H]2CN(C(=O)CCc3c(C)noc3C)C[C@H]2N(C)C)cc1
 : -6%[11.5 µM], i, -10%, 10, 5%, 0%, -15%
O=C(CCl)Nc1cccc(NC2=NS(=O)(=O)c3ccccc32)c1
 : i, ., 30µM*, 4, ., ., .
Cc1nc(C2CCCCN2C(=O)c2ccco2)n[nH]1 (centres undefined)
 : i, -3%, 5%, 5, 6%, 13%, i
O=C(NCc1ccccc1)C(=O)NCC(c1cccnc1)N1CCN(c2ccccc2)CC1 (centres undefined)
 : ., ., 7%, 5, ., 18%, .
O=C(NCC12CC3CC(CC(C3)C1)C2)c1cc2nc(-c3ccc(Cl)cc3)cc(C(F)(F)F)n2n1
 : ., ., -6%, 5, ., 0%, .
COc1ccc(C2=Nc3ccc(C)cc3NC(c3ccc(Cl)cc3)=N2)cc1
 : ., ., -10%, 1, ., 36%[activator], .
COC(=O)c1ccc(-n2nnc(-c3nc(-c4ccccc4Cl)no3)c2C)cc1
 : ., ., -20%, -13, ., -2%, .
CCn1ccc(C(=O)N2CCC3(CC2)NCCc2c3[nH]c3ccccc23)n1
 : i, ?, -10%[12.5 µM], -15, -13%, 30%, -28%
CC(=O)OC[C@]12[C@@H](OC(=O)c3ccoc3)C[C@@H]3[C@@H](OC(C)=O)[C@]1(OC3(C)C)[C@@](C)(O)C[C@H](OC(=O)c1ccoc1)[C@@H]2OC(=O)c1ccoc1
 : i, ., -15%[23.9 µM], -1, ., ., .
COc1ccccc1CN1Cc2cc(NC(=O)c3ccc(C#N)cc3)ccc2OC(C)C1=O (centres undefined)
 : i, ?, 11%, -10, -2%, -11%, ?

Laid out differently: 5 of the compounds above.
| SMILES | GPT2 inhibitor | HEK cytotox | SNCA viab count | IP6K1 inh | FLuc inh | SNCA expr inh | 3T3 cytotox |
| --- | --- | --- | --- | --- | --- | --- | --- |
| COc1ccc([C@@H]2CN(C(=O)CCc3c(C)noc3C)C[C@H]2N(C)C)cc1 | -6%[11.5 µM] | i | -10% | 10 | 5% | 0% | -15% |
| O=C(CCl)Nc1cccc(NC2=NS(=O)(=O)c3ccccc32)c1 | i | . | 30µM* | 4 | . | . | . |
| Cc1nc(C2CCCCN2C(=O)c2ccco2)n[nH]1 (centres undefined) | i | -3% | 5% | 5 | 6% | 13% | i |
| O=C(NCc1ccccc1)C(=O)NCC(c1cccnc1)N1CCN(c2ccccc2)CC1 (centres undefined) | . | . | 7% | 5 | . | 18% | . |
| O=C(NCC12CC3CC(CC(C3)C1)C2)c1cc2nc(-c3ccc(Cl)cc3)cc(C(F)(F)F)n2n1 | . | . | -6% | 5 | . | 0% | . |

Later entries
Results follow in this order: GPT2 inhibitor, HEK cytotox, SNCA viab count, IP6K1 inh, FLuc inh, SNCA expr inh, 3T3 cytotox
COc1ccc(-c2nc3c(c(-c4ccccc4)n2)CN([S+](=O)([O-])c2c(C)noc2C)CC3)cc1
 : i, i, -4%, -11, -3%, 1%, i
CN1CCCCCC(O)c2cc(C(=O)N3CCN(C4CCCCC4)CC3)ccc21 (centres undefined)
 : 1%, ?, -3%, -2, 0%, -4%, -22%
COCCc1nncn1C1CCN(S(=O)(=O)c2cc(F)ccc2F)CC1
 : i, 3%, 10%, 2, -5%, -9%, i
O=C(Nc1cccc(C(F)(F)F)c1)N1CC2CC(C1)[C@H]1CCCC(=O)N1C2 (some centres undefined)
 : 0%, -1%, -8%, 0, -12%, -28%, -10%
O=C1C(=O)c2ccccc2C(O)=C1C1CCC(c2ccc(Cl)cc2)CC1 (centres undefined)
 : i, ., -6%[23.9 µM], -1, ., -39%[25.6 µM], .
O=C(Nc1ccc(Cl)cc1)N1CCCC(C(=O)N2CCC(N3CCOCC3=O)CC2)C1 (centres undefined)
 : i, 0%, -1%, 4, ., -22%, -23%
CNC(=O)c1cc[nH]c1C1CCCN(C(=O)c2noc(C)c2Cn2cccn2)C1 (centres undefined)
 : -4%, -12%, 2%[12.5 µM], 1, -10%, -7%, -25%
Cc1c(Cl)cccc1NC(=O)C(C)n1nnc2sc3c(c2c1=O)CCCC3 (centres undefined)
 : ., ., 10%, 33, ., -10%, .
O=C1CCN(C(=O)C2CCN(C(=O)c3cccs3)CC2)CCCCCCN1
 : -28%, 1%, 3%, -5, -13%, 23%, -16%
N#Cc1ccc(N2C[C@@H]3OCC(=O)N(CC4CCCCC4)[C@@H]3C2)nc1
 : -3%[88.5 µM], ?, -13%[87.6 µM], -7, 11%[172 µM], 1%[87.6 µM], ?
CCCS(=O)(=O)N1CCC(N2CC(OCC3CC3)C23CCOCC3)CC1 (centres undefined)
 : i, -7%, 0%, 4, -8%, -3%, -9%
CCCOc1ccc(CNC(=O)C2CCN(c3nc4ccccc4nc3C(F)(F)F)CC2)cc1
 : ., ., 8%, 0, ., 0%, .
COc1ccc(NS(=O)(=O)c2ccc3c(c2)C(C(C)C)C(=O)N3)cc1 (centres undefined)
 : ., ., -12%, 22, ., ?, .
CCCN(CCC)C(=O)c1c[nH]c2ccc(S(=O)(=O)Nc3cc(C)cc(C)c3)cc2c1=O
 : ., ., -1%, 9, ., 6%, .
COc1ccc(C(=O)N2CCC3(CC2)NC(=O)c2ccccc2O3)cc1
 : i, -7%[172 µM], -5%[87.6 µM], 0, -5%[172 µM], 13%[87.6 µM], ?
O=C(c1cccs1)N1CCC2(CC1)NC(=O)N(Cc1ccc(F)cc1)C2=O
 : i, -26%, -3%, -6, 9%, 5%, -18%
Cc1nc(N2CCCCC2)n(CC(=O)Nc2ccc(Cl)cc2)c(=O)c1C
 : i, -12%, -3%, 16, -5%, -27%, -16%
O=C(CCc1ccccc1)N1CC(Oc2ccc(-c3noc(C4CC4)n3)cc2)C1
 : i, 28µM*, -1%, -4, 5%, -5%, ?

No new results follow: an excerpt of the list.
Results follow in this order: GPT2 inhibitor, HEK cytotox, SNCA viab count, IP6K1 inh, FLuc inh, SNCA expr inh, 3T3 cytotox
CN1CCCCCC(O)c2cc(C(=O)N3CCN(C4CCCCC4)CC3)ccc21 (centres undefined)
 : 1%, ?, -3%, -2, 0%, -4%, -22%
COCCc1nncn1C1CCN(S(=O)(=O)c2cc(F)ccc2F)CC1
 : i, 3%, 10%, 2, -5%, -9%, i
